TNAP inh hiacc: human TNAP enzyme inhibitors, primary screen, biochemical, luminescent, high phosphate acceptor level, uHTS | Alkaline phosphatase, tissue-nonspecific isozyme (Homo sapiens), P05186 | purified TNAP, CDP-star luminescence, 1 M DEA | inhibition, % at 20 µM | actives 0.03% (n = 200,000) | AID 1135, 2008;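 active = over 50% inhibition of tissue-nonspecific alkaline phosphatase at 20 µM in the single-dose screen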;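 note: plate controls were DMSO wells for no effect and EDTA-quenched wells as full inhibition for full effect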
Target sequence (P05186 whole entry, looked up): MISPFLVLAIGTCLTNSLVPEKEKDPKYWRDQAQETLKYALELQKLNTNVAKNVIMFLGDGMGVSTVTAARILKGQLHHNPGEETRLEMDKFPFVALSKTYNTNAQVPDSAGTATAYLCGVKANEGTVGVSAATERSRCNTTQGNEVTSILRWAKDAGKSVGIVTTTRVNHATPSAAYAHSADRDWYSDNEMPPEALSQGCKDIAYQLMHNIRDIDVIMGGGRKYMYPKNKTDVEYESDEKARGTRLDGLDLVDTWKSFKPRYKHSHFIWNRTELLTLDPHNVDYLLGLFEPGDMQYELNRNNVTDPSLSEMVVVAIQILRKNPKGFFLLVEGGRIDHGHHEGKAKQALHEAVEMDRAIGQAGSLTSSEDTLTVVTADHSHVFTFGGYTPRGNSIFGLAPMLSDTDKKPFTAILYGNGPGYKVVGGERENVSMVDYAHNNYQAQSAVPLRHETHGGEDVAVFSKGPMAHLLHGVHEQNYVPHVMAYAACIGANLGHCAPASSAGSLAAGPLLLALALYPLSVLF
PPARg SRC-1 ag: PPARgamma agonists recruiting SRC-1 coactivator, primary screen, biochemical; activation, % at 8 µM; actives 0.41% (n = 200,000); Peroxisome proliferator-activated receptor gamma (Homo sapiens), P37231; PPARgamma-SRC-1 coactivator recruitment biochemical assay; in the data active = activation above about 19%;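 note: 0% = DMSO and 100% = reference agonist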
TNAP act hi DEA: TNAP activators at high phosphate acceptor level, primary screen, biochemical, luminescence, uHTS. purified TNAP, CDP-star luminescence, 1 M DEA, 30 min; active compounds read high; 0 = EDTA background, 1 = DMSO-only activity. activation factor at 20 µM. 200,000 tested, under 10 active. AID 1136, 2008;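 active = activation factor at least 2 at 20 µM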
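Assay system: human TNAP; Input: enzyme diluted 1/800 final; Reagent: CDP-star luminogenic substrate at 100 µM final; Timing: 30 min, room temperature; Signal: luminescence; Evaluation: TNAP activation factor scaled between EDTA and DMSO control wells.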
bIAP inh: bovine intestinal alkaline phosphatase inhibitors, primary screen, selectivity assay for TNAP inhibitor project, biochemical, bovine IAP, CDP-star luminescence; alkaline phosphatase, intestinal [Bos taurus]; purified bovine IAP, 30 min; inhibition, % at 20 µM; 190,000 tested, under 10 active;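 active = over 50% inhibition of intestinal alkaline phosphatase at 20 µM in the single-dose screen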
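System: Purified bovine intestinal alkaline phosphatase (IAP) enzyme | Input: IAP diluted 1/65,000,000 in the well | Also added: CDP-star chemiluminescent phosphatase substrate, 30 µM final | Dosing: 20 µM single dose | Times: Enzyme reaction for 30 min at room temperature | Detection: Luminescence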
PPARg SRC3 recr: PPARgamma agonists recruiting SRC-3 coactivator, primary screen, biochemical | Peroxisome proliferator-activated receptor gamma (Homo sapiens), P37231 | biochemical PPARgamma/SRC-3 coactivator recruitment assay | activation, % at 8 µM | actives 0.26% (n = 200,000) | AID 731, 2007; in the data active = activation above about 23%;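 note: 0% = DMSO and 100% = reference agonist; some compounds past the cut are filed as inactive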
Efa HMGR inh: inhibitors of E. faecalis class II HMGR, primary screen, biochemical, Enterococcus faecalis. HMG-CoA reductase (Enterococcus faecalis, mvaE). purified E. faecalis HMGR, NADPH absorbance 340 nm kinetic. inhibition, % at 10 µM. actives 0.41% (n = 190,000). AID 1066, 2008;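 active = inhibition above a set limit, the median over all tested compounds plus 3 SD, cut at about 9.5% in these data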;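 note: enzyme runs in reverse so mevalonate oxidation gives rising NADPH absorbance; 0% = complete reaction with DMSO and 100% = background rate lacking mevalonate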
bIAP activator: bovine intestinal alkaline phosphatase activators, primary screen, biochemical, bovine IAP, CDP-star luminescence; alkaline phosphatase, intestinal [Bos taurus]; purified bovine IAP, 30 min; active compounds read high; fold of DMSO-control signal, blank-subtracted; activation factor at 20 µM; actives 0.17% (n = 200,000); AID 1016, 2008;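 active = activation factor of 2 or more at 20 µM, a signal rise over negative controls twice the positive control's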
SRC2 TRFRET art: TR-FRET signal artefacts, primary screen, artefact control for PPARgamma SRC-2 agonist project, biochemical | TR-FRET artefact counter-screen; active compounds read high | TR-FRET ratio at 8 µM | actives 0.4% (n = 200,000); in the data active = TR-FRET ratio above about 2000; note: inactives centre near 1500
TNAP inh no acc: human TNAP enzyme inhibitors, primary screen, biochemical, luminescent, no phosphate acceptor, uHTS | Alkaline phosphatase, tissue-nonspecific isozyme (Homo sapiens), P05186 | purified TNAP, CDP-star luminescence, 30 min | inhibition, % at 20 µM | actives 0.26% (n = 200,000);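 active = tissue-nonspecific alkaline phosphatase inhibition above about 50% at 20 µM in the single-dose screen, limit read from the data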;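 note: 0% = DMSO negative control and 100% = EDTA positive control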
PPARg SRC-2 ag: agonists of PPARg-SRC-2 recruitment, primary screen, biochemical, HTS; Peroxisome proliferator-activated receptor gamma (Homo sapiens), P37231; PPARgamma LBD-SRC-2 recruitment; activation, % at 8 µM; actives 0.34% (n = 200,000); AID 1032, 2008; in the data active = activation above about 22%;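 note: 0% = vehicle and 100% = reference agonist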
* = called active by the depositor; nt = not tested or not shown.

Compound,TNAP inh hiacc,PPARg SRC-1 ag,TNAP act hi DEA,bIAP inh,PPARg SRC3 recr,Efa HMGR inh,bIAP activator,SRC2 TRFRET art,TNAP inh no acc,PPARg SRC-2 ag
Cc1ccc2nc(N(CCCN(C)C)C(=O)c3ccco3)sc2c1,-2,4,1,3,-1,1,1,1383,-4,-3
COc1ccc(Oc2nnc(-c3ccccc3)cc2C#N)cc1,-4,-1,1,8,-3,-5,0.9,1413,4,3
O=c1c2c(nc3cc(-c4ccc(F)cc4)[nH]n13)CCC2,-2,-8,1,1,-2,-2,1,1511,-5,1
Cc1ccc(CN=c2c([N+](=O)[O-])nn(-c3cccc(C)c3)n2O)cc1,2,-4,1,9,2,2,0.9,1544,7,-2
CC1(C)Cc2ccccc2-c2nnc(-c3ccc(O)cc3)n21,-5,6,1.1,8,7,-1,0.9,1402,5,3
Cc1ccc(N(Cc2ccccc2F)S(C)(=O)=O)c(C)c1,-4,5,1,0,-1,2,1,1882,-10,2
Cc1ccc(S(=O)(=O)Nc2cc(NC(=O)CN3CCOCC3)ccc2Cl)cc1,-4,4,1,-10,6,-3,1.1,1469,-13,9
O=C(NCC(=O)N(c1ccccc1)C(C(=O)NC1CCCC1)c1cccnc1)c1ccco1 (stereo not given),-3,0,1,-6,6,-3,1.1,1358,-3,-2
COc1ccc(C(=O)Nc2ccc(C)c(S(=O)(=O)N3CCCCCC3)c2)cc1,-5,2,1,-16,3,0,1.2,1658,-14,5
COc1ccc(-c2nnc(Nc3nc4c(OC)cccc4s3)o2)cc1,-7,0,1.1,-22,4,-2,1.2,1503,-2,5
CCOC(=O)N/N=C/c1cn(CCCOc2ccccc2)c2ccccc12,0,-1,1,1,-3,2,1,1506,2,-3
CCSc1nnc(NC(=O)[C@@H](NC(=O)c2cc(OC)cc(OC)c2)C(C)C)s1,-4,5,1,-13,1,6,1.1,1566,-15,3

Molecules above that contain fluorine, in the order listed:
Compound,TNAP inh hiacc,PPARg SRC-1 ag,TNAP act hi DEA,bIAP inh,PPARg SRC3 recr,Efa HMGR inh,bIAP activator,SRC2 TRFRET art,TNAP inh no acc,PPARg SRC-2 ag
O=c1c2c(nc3cc(-c4ccc(F)cc4)[nH]n13)CCC2,-2,-8,1,1,-2,-2,1,1511,-5,1
Cc1ccc(N(Cc2ccccc2F)S(C)(=O)=O)c(C)c1,-4,5,1,0,-1,2,1,1882,-10,2

Next entries follow.
Compound,TNAP inh hiacc,PPARg SRC-1 ag,TNAP act hi DEA,bIAP inh,PPARg SRC3 recr,Efa HMGR inh,bIAP activator,SRC2 TRFRET art,TNAP inh no acc,PPARg SRC-2 ag
C/C(=N\OC(=O)c1c(-c2c(F)cccc2Cl)noc1C)c1nccs1,-6,-3,1.1,-9,3,1,1.1,1434,-9,7
CN(C)S(=O)(=O)N(CC(=O)Nc1ccccc1C(F)(F)F)c1ccccc1,-5,-1,1,-13,-1,-3,1.1,1491,-10,-1
COC(=O)c1ccc2c(=O)n(CCCCCC(=O)N3CCN(c4ccc(F)cc4)CC3)c(=O)[nH]c2c1,-4,-1,1,5,4,-11,1,1512,-12,9
CCn1cc(SCC(=O)N2CCc3ccccc32)c2ccccc21,0,11,1,36,13,2,0.6,1604,-1,-3
Cc1cc(C)n(-c2nc(-c3ccc(Cl)cc3)cs2)n1,-2,-2,1,7,-1,1,0.9,1495,-6,9
Nc1cc(N2CCCC2)c(Cl)cc1[N+](=O)[O-],19,11,0.8,4,5,3,1,1594,13,9
Cc1ccc(NC(=O)C2C3/C=C\CCCCC32)cc1C (stereo not given),-2,1,1,10,4,-2,0.9,1422,-9,-5
CN1C(=O)C2(c3ccccc31)N(C)CC(c1ccccn1)C21SC(=S)N(Cc2ccco2)C1=O (stereo not given),-4,8,1,-18,11,-1,1.2,1568,-7,9
Cc1ccc(-c2nn3c(C)nnc3s2)cc1N,-1,-1,1,5,-7,-4,1,1338,-10,-10
CCc1cc(C(N)=O)c(NC(=O)c2ccc(OC)cc2)s1,-4,5,1,9,-1,-4,0.9,1386,-8,-3
CCOc1ccccc1NC(=O)CNS(=O)(=O)c1ccc2nc(C)sc2c1,-3,-2,1,-2,-2,0,1,1692,-9,4
COc1ccc(C(=O)NCCNc2ccccc2[N+](=O)[O-])cc1,13,8,0.9,16,2,2,0.8,1398,9,1
COc1cc(/C=N/NC(=O)c2c(-c3ccccc3)noc2C)ccc1O,-3,6,1,12,-9,-4,0.9,1584,-13,3
Cc1ccc(C)c(OCC(=O)N/N=C\c2cccn2C)c1,-1,2,1,7,8,0,0.9,1563,-2,7
CCSc1nnc(NC(=O)Cc2cc(OC)c(OC)c(OC)c2)s1,-4,6,1,-10,1,-6,1.1,1792,2,7
O=C(NC1CCCC1)C(c1ccccn1)N(C(=O)c1csnn1)C1CCCCC1 (stereo not given),-3,2,1,3,5,0,1,1684,-8,12
COc1ccc(-n2c(=O)c3c4c(sc3n(Cc3cccc(F)c3)c2=O)CN(C(C)=O)CC4)c(OC)c1,-5,1,1,-3,5,-1,1,1692,-12,4
Cc1ccc(S(=O)(=O)N2CCCC2)cc1C(=O)O,-8,2,1.1,3,-7,-4,1,1658,-12,14
Cc1cccc(C(=O)NC(=S)Nc2ccc(N3CCOCC3)cc2)c1,-1,2,1,2,2,-1,1,1410,-18,-5
COC(=O)c1ccccc1NC(=O)CSc1ccc(C)cc1,-3,-6,1,-5,-1,-3,1,1528,-11,-3
O=C(c1cccc2c1C(=O)N(Cc1cccnc1)C2)N1CCN(c2ccccc2)CC1,-1,3,1,1,-2,-3,1,1599,-9,-5
COc1ccc(N2Cc3ccccc3C2)cc1Cl,1,0,1,12,6,-3,0.9,1455,-15,5
Cc1ccc(OCC(=O)Nc2ccccc2Sc2ccc(Cl)cc2)c([N+](=O)[O-])n1,-2,-5,1,1,1,-5,1,1483,2,-10
CCNc1ccc(C(=O)OCC)cc1NC(=O)c1cccc(N(C)C)c1,-11,7,1.1,4,5,-4,1,1776,-17,16

Of the compounds above, these have a Cl atom.
Compound,TNAP inh hiacc,PPARg SRC-1 ag,TNAP act hi DEA,bIAP inh,PPARg SRC3 recr,Efa HMGR inh,bIAP activator,SRC2 TRFRET art,TNAP inh no acc,PPARg SRC-2 ag
Cc1ccc(S(=O)(=O)Nc2cc(NC(=O)CN3CCOCC3)ccc2Cl)cc1,-4,4,1,-10,6,-3,1.1,1469,-13,9
C/C(=N\OC(=O)c1c(-c2c(F)cccc2Cl)noc1C)c1nccs1,-6,-3,1.1,-9,3,1,1.1,1434,-9,7
Cc1cc(C)n(-c2nc(-c3ccc(Cl)cc3)cs2)n1,-2,-2,1,7,-1,1,0.9,1495,-6,9
Nc1cc(N2CCCC2)c(Cl)cc1[N+](=O)[O-],19,11,0.8,4,5,3,1,1594,13,9
COc1ccc(N2Cc3ccccc3C2)cc1Cl,1,0,1,12,6,-3,0.9,1455,-15,5
Cc1ccc(OCC(=O)Nc2ccccc2Sc2ccc(Cl)cc2)c([N+](=O)[O-])n1,-2,-5,1,1,1,-5,1,1483,2,-10

(more compounds)
Compound,TNAP inh hiacc,PPARg SRC-1 ag,TNAP act hi DEA,bIAP inh,PPARg SRC3 recr,Efa HMGR inh,bIAP activator,SRC2 TRFRET art,TNAP inh no acc,PPARg SRC-2 ag
COc1ccc(C)cc1NC(=O)CCCN1C(=S)NC(C)(C)CC1C (stereo not given),8,-2,0.9,7,4,0,0.9,1613,-3,0
O=C(NCCc1ccccc1)C1CCN(C2CCN(Cc3ccc(CO)o3)CC2)CC1,2,1,1,-10,-3,-5,1.1,1397,-8,-4
O=C(c1cnn2c(C(F)(F)F)cc(-c3ccc4c(c3)OCO4)nc12)N1CCCCC1,-8,-2,1.1,-5,-14,-5,1.1,1350,-12,-11
CCOc1ccc2c(c1)/C(=N/N1C(=O)c3ccccc3C1=O)C(=O)N2,1,4,1,4,0,-1,1,1527,7,6
CN(c1ccccc1)S(=O)(=O)c1ccc(C(=O)Nc2nccs2)cc1,-4,11,1,10,-2,-2,0.9,1616,-15,9
COc1ccc(CC(NC(=O)c2ccccc2)C(=O)NCC(=O)O)cc1 (stereo not given),-9,-1,1.1,12,2,2,0.9,1447,-13,5
COc1ccccc1-n1c(SCC(N)=O)nnc1-c1ccccc1,-2,-3,1,5,-12,-7,0.9,1406,-6,6
CCc1nnc(NC(=O)c2cccc(S(=O)(=O)N3CC(c4ccccc4)CC3=O)c2)s1 (stereo not given),-10,3,1.1,3,13,-8,1,1753,-2,4
Cc1ccc(CNC(=O)C(NS(=O)(=O)c2cccs2)C(C)C)cc1 (stereo not given),-2,-2,1,11,0,-6,0.9,1461,9,6
Cc1ccc(CN2CCN(CC(=O)N3CCC(C(N)=O)CC3)C2=O)cc1,nt,-5,nt,nt,-1,nt,nt,1632,nt,-6
COC(=O)CSc1nnc(CNC(=O)c2ccccc2F)n1-c1ccccc1,-2,6,1,0,3,-1,1,1759,-8,9

Compound activity as filed in PubChem BioAssay.
